Compound activity from PubChem.
proKLK7 act: activators of human kallikrein-7 zymogen; P49862; purified proKLK7, EDANS-DABCYL substrate fluorescence; 100% is mature enzyme control, 0% vehicle; activation, % at 7 µM; 370,000 compounds, 0.9% hits;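 active = activation above the mean of all tested compounds plus 3 SD, computed per campaign excluding outliers beyond control limits, cut at about 13% in these data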
ARFGAP1 inh: inhibitors of rat ARFGAP1; Q62848; 360,000 compounds, 0.26% hits; Arfgap1-stimulated ARF1 GTP hydrolysis, GDP FP detection; AID 651572; inhibition, % at 16.5 µM;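 active = inhibition above a per-plate limit, mean inhibition of low control wells plus 3 SD, cut at about 25% in these data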;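 also: 0% = DMSO wells with enzyme and 100% = wells lacking Arfgap1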
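Repeats: one replicate per compound; assay system: rat Arfgap1 catalytic domain, aa 1-136; times: enzyme reaction 120 min at 25 °C after 20 min preincubation; detection: FP of antibody-bound GDP Alexa 633 tracer, ex 620/em 688 nm; benchmarks: high control wells lacking Arfgap1, low control full reaction with DMSO; reagent: human ARF1(Δ1-17)-GTP substrate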
ASAP1 inh: ASAP1 ArfGAP inhibition; inhibition, % at 16.5 µM; ASAP1-stimulated ARF1 GTP hydrolysis, GDP FP detection; 360,000 compounds, 0.19% hits; Q9ULH1; AID 624377; in the data active = inhibition above about 25%;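 also: 0% = vehicle with enzyme and substrate and 100% = no enzyme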
MBD2 inh: inhibitors of human MBD2 binding to methylated oligonucleotide; Q9UBB5; TR-FRET; inhibition, % at 4.4 µM; 370,000 compounds, 0.31% hits; AID 686964; in the data active = inhibition above about 13%
PLCg1 inh: blocks human PLC-gamma1 enzyme activity. P19174. 370,000 compounds, 0.84% hits. inhibition, % at 12.2 µM. purified PLC-gamma1, fluorogenic substrate, fluorescence; in the data active = inhibition above about 9.5%
Target sequence (P19174 whole entry, looked up): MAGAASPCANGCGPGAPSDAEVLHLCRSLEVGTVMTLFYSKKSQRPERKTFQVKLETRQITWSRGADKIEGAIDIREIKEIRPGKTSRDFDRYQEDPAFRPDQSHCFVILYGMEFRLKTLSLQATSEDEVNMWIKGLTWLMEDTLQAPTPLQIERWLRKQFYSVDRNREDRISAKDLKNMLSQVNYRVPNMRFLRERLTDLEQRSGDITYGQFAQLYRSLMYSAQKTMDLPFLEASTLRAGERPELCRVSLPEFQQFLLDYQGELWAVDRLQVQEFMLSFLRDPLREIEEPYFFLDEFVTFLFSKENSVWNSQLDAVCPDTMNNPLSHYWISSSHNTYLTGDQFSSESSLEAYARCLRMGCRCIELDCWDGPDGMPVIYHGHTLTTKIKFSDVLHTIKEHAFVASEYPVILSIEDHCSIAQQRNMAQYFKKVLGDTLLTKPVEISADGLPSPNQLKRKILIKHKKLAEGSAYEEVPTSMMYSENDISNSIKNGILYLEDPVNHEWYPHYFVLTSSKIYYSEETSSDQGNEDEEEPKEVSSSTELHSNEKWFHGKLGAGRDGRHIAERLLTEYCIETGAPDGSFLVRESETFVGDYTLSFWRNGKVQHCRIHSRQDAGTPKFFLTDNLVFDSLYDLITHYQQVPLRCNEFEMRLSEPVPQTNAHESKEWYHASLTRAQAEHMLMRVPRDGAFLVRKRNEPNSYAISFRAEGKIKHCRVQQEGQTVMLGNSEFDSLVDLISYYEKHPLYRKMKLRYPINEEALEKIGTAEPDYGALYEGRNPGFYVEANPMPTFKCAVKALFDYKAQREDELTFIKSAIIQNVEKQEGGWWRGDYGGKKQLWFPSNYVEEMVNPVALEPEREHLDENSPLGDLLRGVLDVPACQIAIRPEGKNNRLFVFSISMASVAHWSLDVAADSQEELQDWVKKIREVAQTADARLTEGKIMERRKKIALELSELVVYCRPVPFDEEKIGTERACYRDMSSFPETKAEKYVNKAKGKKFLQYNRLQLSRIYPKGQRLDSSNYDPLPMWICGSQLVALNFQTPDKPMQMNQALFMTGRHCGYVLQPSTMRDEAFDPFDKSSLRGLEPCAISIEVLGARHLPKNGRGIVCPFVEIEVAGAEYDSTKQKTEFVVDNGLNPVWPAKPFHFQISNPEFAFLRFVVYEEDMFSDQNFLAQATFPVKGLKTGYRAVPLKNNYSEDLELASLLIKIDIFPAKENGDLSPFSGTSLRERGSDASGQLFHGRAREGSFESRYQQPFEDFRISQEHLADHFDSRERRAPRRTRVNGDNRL
Tn6 DDE FP: inhibitors of Tn6 peptide binding to human fibrin DD(E) | P02675 | Fibrin DD(E) TRITC-Tn6 fluorescence polarization displacement | inhibition, % at 8.3 µM | 370,000 compounds, 0.21% hits | AID 720509;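 active = inhibition above a per-campaign cutoff: mean of compounds within control limits plus 3 SD, cut at about 15% in these data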;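 also: 0% = median of all compound wells on the plate and 100% = blocking peptide control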
UHRF1 MBD2 ctr: human UHRF1 methylated DNA binding inhibitors; Q96T88; UHRF1 binding to methylated oligo, TR-FRET; inhibition, % at 4.4 µM; 370,000 compounds, 0.75% hits; in the data active = inhibition above about 21%;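 also: UHRF1 SRA domain binding a hemimethylated CpG hairpin DNA probe; 0% = median of test compound wells and 100% = reference inhibitor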
Tn7 DDE FP: inhibitors of Tn7 peptide binding to human fibrin DD(E); inhibition, % at 8.3 µM; 370,000 compounds, 0.13% hits; P02675; FP displacement of FITC-Tn7 peptide from fibrin DD(E); 0% = median of compound wells per plate;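 active = inhibition above the mean of compounds falling within the control limits plus 3 SD of them, cut at about 14% in these data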;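 also: 0% = plate median of compound wells and 100% = 10 µM Aha-Tn7 peptide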
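Assay system: Fibrin-DD(E) protein isolated from polymerized human fibrin clots; read-out basis: percent inhibition; medium: Tris/NaCl/CaCl2 buffer, pH 7.8; signal: FP measurement; incubation: 10 min plus 3 h, room temperature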
PLCb3 inh: PLC-beta3 (human) inhibition, primary screen. Q01970. Purified PLC-beta3, fluorogenic substrate, fluorescence. inhibition, % at 12.2 µM. 370,000 compounds, 0.18% hits. AID 720704; in the data active = inhibition above about 11%;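 also: 0% = median of compound wells on plate and 100% = full blocker control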
ADAM17 inh: inhibitors of human ADAM17; recombinant ADAM17, EDANS/DABCYL FRET peptide cleavage; inhibition, % at 6.95 µM; 370,000 compounds, 0.83% hits;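 active = inhibition above the mean of compounds lying between control limits plus 3 SD, set per campaign, cut at about 8.5% in these data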;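 also: 0% = DMSO-only wells as the low control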
The depositor's hits bear a star; . = not tested or not shown.

The first nine compounds as a preview:
1	CCOc1ccc(N2CC(C(=O)Nc3cc(C)on3)CC2=O)cc1 (stereo unspecified)
2	CCN(CC)C(=N)N1c2ccccc2CCC1C (stereo unspecified)
3	CC(=O)c1cccc(Nc2c([N+](=O)[O-])c(=O)oc3ccccc23)c1
4	CC1(C)CCc2cc(-c3ccn(S(=O)(=O)c4ccccc4Cl)n3)ccc2O1
5	O=C(CCC(=O)OCc1cccc([N+](=O)[O-])c1)Nc1ccccc1Cl
6	CCc1nc(SCc2ccc(OC)c(Br)c2)n[nH]1
7	COc1ccccc1-c1cnc(C(O)c2ccc(F)cc2C)[nH]1 (stereo unspecified)
8	FC(F)(F)COc1cc(-c2nnc(SCc3ccccc3)n2Cc2ccco2)cc(OCC(F)(F)F)n1
9	Nc1cc(C(=O)OCC(=O)NCCCc2ccccc2)ccc1Cl
Assay by compound | 1 | 2 | 3 | 4 | 5 | 6 | 7 | 8 | 9
proKLK7 act | -0.7 | -1.0 | 0.2 | -0.6 | -0.1 | -0.8 | 0.5 | -0.7 | 0.3
ARFGAP1 inh | 7 | 2 | 5 | -4 | 3 | 8 | -1 | 2 | 6
ASAP1 inh | 5 | -13 | -4 | 7 | 10 | 15 | 5 | -5 | 1
MBD2 inh | 1 | 5 | -3 | -6 | -2 | -3 | 4 | 7 | -3
PLCg1 inh | 6 | 1 | -1 | 2 | 4 | 3 | 2 | -3 | -29
Tn6 DDE FP | -12 | 1 | -2 | -4 | -9 | 1 | 1 | -10 | -1
UHRF1 MBD2 ctr | 2 | 4 | 4 | -1 | 5 | 3 | 0 | 1 | 0
Tn7 DDE FP | -5 | 7 | 3 | 0 | -8 | -4 | 2 | 7 | 3
PLCb3 inh | 2 | -10 | -8 | -5 | 4 | -6 | 1 | -2 | -43
ADAM17 inh | -1 | -1 | 2 | -1 | -1 | 0 | -3 | -1 | -19

The listing, previewed entries included:
1	CCOc1ccc(N2CC(C(=O)Nc3cc(C)on3)CC2=O)cc1 (stereo unspecified)
2	CCN(CC)C(=N)N1c2ccccc2CCC1C (stereo unspecified)
3	CC(=O)c1cccc(Nc2c([N+](=O)[O-])c(=O)oc3ccccc23)c1
4	CC1(C)CCc2cc(-c3ccn(S(=O)(=O)c4ccccc4Cl)n3)ccc2O1
5	O=C(CCC(=O)OCc1cccc([N+](=O)[O-])c1)Nc1ccccc1Cl
6	CCc1nc(SCc2ccc(OC)c(Br)c2)n[nH]1
7	COc1ccccc1-c1cnc(C(O)c2ccc(F)cc2C)[nH]1 (stereo unspecified)
8	FC(F)(F)COc1cc(-c2nnc(SCc3ccccc3)n2Cc2ccco2)cc(OCC(F)(F)F)n1
Assay by compound | 1 | 2 | 3 | 4 | 5 | 6 | 7 | 8
proKLK7 act | -0.7 | -1.0 | 0.2 | -0.6 | -0.1 | -0.8 | 0.5 | -0.7
ARFGAP1 inh | 7 | 2 | 5 | -4 | 3 | 8 | -1 | 2
ASAP1 inh | 5 | -13 | -4 | 7 | 10 | 15 | 5 | -5
MBD2 inh | 1 | 5 | -3 | -6 | -2 | -3 | 4 | 7
PLCg1 inh | 6 | 1 | -1 | 2 | 4 | 3 | 2 | -3
Tn6 DDE FP | -12 | 1 | -2 | -4 | -9 | 1 | 1 | -10
UHRF1 MBD2 ctr | 2 | 4 | 4 | -1 | 5 | 3 | 0 | 1
Tn7 DDE FP | -5 | 7 | 3 | 0 | -8 | -4 | 2 | 7
PLCb3 inh | 2 | -10 | -8 | -5 | 4 | -6 | 1 | -2
ADAM17 inh | -1 | -1 | 2 | -1 | -1 | 0 | -3 | -1

9	Nc1cc(C(=O)OCC(=O)NCCCc2ccccc2)ccc1Cl
10	Nc1nc(SCC(=O)N2N=C(c3ccc(Cl)cc3)CC2c2ccco2)n[nH]1 (stereo unspecified)
11	COc1ccc(NC(=S)N(CCCN2CCOCC2)Cc2cn(C)c3ccccc23)cc1
12	COc1cccc(C(C(=O)NC2CCCCC2)N(C(=O)Cc2cccs2)c2ccc(-n3cnnn3)c(OC)c2)c1 (stereo unspecified)
13	Cc1cc(Cl)ccc1C(O)c1ncc(-c2ccc(C(F)(F)F)cc2)[nH]1 (stereo unspecified)
14	COc1ccc(/C(N)=N/OC(=O)CN(C)S(=O)(=O)c2ccc(C)cc2)cc1
15	Cc1cc(/C=C2\SC(=S)NC2=O)c(C)n1-c1cccc(O)c1
16	Cc1cc(Cl)ccc1Oc1ccccc1C(=O)CC#N
Assay by compound | 9 | 10 | 11 | 12 | 13 | 14 | 15 | 16
proKLK7 act | 0.3 | -0.3 | 0.2 | 0.2 | 0.8 | 0.0 | 2.0 | 0.1
ARFGAP1 inh | 6 | 1 | -1 | -2 | 11 | 1 | 22 | -2
ASAP1 inh | 1 | -4 | -7 | -7 | 13 | -9 | 2 | -3
MBD2 inh | -3 | 1 | 0 | -2 | -3 | -1 | 1 | -6
PLCg1 inh | -29 | 3 | -1 | 1 | 0 | 1 | -23 | -2
Tn6 DDE FP | -1 | 7 | 3 | -4 | 4 | 3 | -3 | -4
UHRF1 MBD2 ctr | 0 | 0 | -1 | 1 | 0 | -2 | 1 | -2
Tn7 DDE FP | 3 | 7 | 4 | -1 | 7 | 7 | 4 | -4
PLCb3 inh | -43 | -6 | -2 | 1 | 1 | 4 | -36 | -7
ADAM17 inh | -19 | -2 | -1 | -4 | 7 | 4 | 1 | -1

17	CCc1ccc(NC(=O)c2ccc(Cn3cc([N+](=O)[O-])cn3)cc2)cc1
18	CCOC(=O)c1[nH]c(C)c(C(=O)NCCc2ccc(OC)cc2)c1C
19	Cc1cccn2c(=O)c(/C=C(\C#N)S(=O)(=O)c3ccc(Cl)cc3)c(N3CCC(C(N)=O)CC3)nc12
20	Cc1ccc(OCCn2cc(C(=O)O)c3ccccc32)cc1
21	COC(=O)c1cc(S(=O)(=O)N2CCN(C(=O)C3CCCO3)CC2)cn1C (stereo unspecified)
22	CCOc1c(C=C(C#N)C#N)c2ccccc2n1CC
23	CCCCOC(=O)c1ccc(NC(=O)c2ccccc2OC)cc1
24	CCOc1nc(OCC)nc(N2CCC(C)CC2)n1
Assay by compound | 17 | 18 | 19 | 20 | 21 | 22 | 23 | 24
proKLK7 act | 0.4 | -0.4 | 0.8 | 0.0 | -0.4 | 0.3 | -0.2 | 0.6
ARFGAP1 inh | 4 | -14 | -3 | -4 | . | 8 | -5 | 17
ASAP1 inh | -3 | -1 | -9 | -4 | . | -6 | 8 | -5
MBD2 inh | 0 | -3 | -2 | 5 | 1 | 7 | -1 | 5
PLCg1 inh | 1 | 6 | -28 | 1 | 0 | 0 | 0 | 2
Tn6 DDE FP | 2 | -2 | 2 | -3 | -1 | 4 | -4 | 3
UHRF1 MBD2 ctr | 2 | 3 | -2 | 0 | -2 | 12 | -2 | 6
Tn7 DDE FP | -2 | 2 | 2 | 3 | -5 | 9 | -4 | -3
PLCb3 inh | -1 | 1 | -39 | 3 | 3 | -4 | 1 | 0
ADAM17 inh | 3 | 2 | -4 | -3 | -2 | -5 | 4 | -1

25	COc1ccc(CNC(=O)CSc2nc3ccccc3n2C(C)=O)cc1
26	O=C(COc1ccc(F)c(Cl)c1)N1CCN(c2ccccn2)CC1
27	O=C(CN1C(=O)c2cccc3cccc(c23)C1=O)N1CCN(Cc2ccc3c(c2)OCO3)CC1
28	CC(NC(=O)c1ccc2c(c1)OCO2)c1ccccc1 (stereo unspecified)
29	Cc1ccc(Cl)cc1NC(=S)N(CCCN1CCN(C)CC1)Cc1cccs1
30	CCCOC(=O)/C(=C\C=C\c1ccco1)NC(=O)c1ccccc1
31	C=C1C(=O)[C@]23C[C@H]1CCC2[C@]1(C)C(=O)CC[C@@](C)(C(=O)O)C1C[C@@H]3O (stereo partly specified)
32	CCC(Sc1ncccc1C(=O)O)C(=O)N1CCOCC1 (stereo unspecified)
Assay by compound | 25 | 26 | 27 | 28 | 29 | 30 | 31 | 32
proKLK7 act | 0.3 | 0.7 | 0.5 | 0.5 | 0.1 | -5.1 | 0.5 | 0.2
ARFGAP1 inh | 5 | 3 | -1 | 0 | 2 | -2 | 7 | -7
ASAP1 inh | -9 | -4 | -3 | 5 | -4 | 0 | -15 | 3
MBD2 inh | 7 | -3 | -2 | 5 | 3 | -2 | 3 | 0
PLCg1 inh | 4 | 1 | -7 | 2 | -1 | -52 | 5 | 1
Tn6 DDE FP | -2 | -4 | 3 | -5 | 1 | 1 | 3 | -1
UHRF1 MBD2 ctr | 24* | -1 | -8 | 0 | 3 | -2 | 2 | 2
Tn7 DDE FP | 6 | -2 | -1 | -2 | 2 | -5 | -4 | -3
PLCb3 inh | -6 | -11 | -11 | -7 | -7 | -58 | 3 | -3
ADAM17 inh | 0 | 3 | -68 | 2 | -5 | -5 | 0 | -5

33	Cc1ccc(NC(=O)COC(=O)c2ccc(C)c(S(=O)(=O)N3CCOCC3)c2)cc1
34	CC1CCC2(CC1)NC(=O)N(CC(=O)Nc1cccc(S(=O)(=O)N3CCCC3)c1)C2=O (stereo unspecified)
35	Clc1cccc(-c2ccc3ncnc(NCc4cccnc4)c3c2)c1
36	CN(Cc1nccs1)C(=O)C1CCC(=O)N(CCc2ccc(Cl)cc2)C1 (stereo unspecified)
37	O=C1CCC[C@@H]2[C@H](Cc3ccccc3)[C@@H](O)C[C@@H]3CCN1[C@@H]32
38	C#CCN1C(=O)[C@]2(OCCC=C[C@H]2C)c2cc(OC)ccc21
39	O=C(CSc1nnnn1Cc1ccccc1)NCC(=O)c1ccccc1
40	CCn1c(COc2cccc(OC)c2)nnc1SCC(=O)Nc1cc(OC)ccc1OC
Assay by compound | 33 | 34 | 35 | 36 | 37 | 38 | 39 | 40
proKLK7 act | 0.2 | 0.6 | 0.3 | 0.0 | 0.7 | 0.0 | 0.2 | -0.6
ARFGAP1 inh | 1 | 3 | 0 | -9 | -17 | 7 | -2 | 4
ASAP1 inh | 5 | -6 | 10 | 9 | -6 | 5 | 8 | -5
MBD2 inh | -3 | -4 | 3 | 4 | 0 | 2 | 1 | 5
PLCg1 inh | 1 | 5 | -2 | -1 | 0 | -2 | 0 | 2
Tn6 DDE FP | 10 | -6 | -2 | -4 | 2 | -2 | -3 | 0
UHRF1 MBD2 ctr | 1 | 2 | -3 | 3 | 0 | -2 | -3 | 3
Tn7 DDE FP | 8 | -3 | -1 | -1 | 7 | 4 | -1 | -4
PLCb3 inh | -1 | 0 | -5 | -6 | -2 | 4 | 1 | 3
ADAM17 inh | 0 | 7 | -7 | -8 | -3 | -6 | -1 | 4
